Screening results from PubChem.
NCI-60 one-dose screen, 48 h, at 10 µM unless noted. Numbers give growth in % (100 = growth as untreated, 0 = no growth, -100 = all killed).
786-0 – 786-0 renal cancer cells. hit rate 5.1% among 81,000
IGROV1 – IGROV1 ovarian cancer. hit rate 4.7% among 79,000. AID 1794786
SN12C – SN12C renal cancer cells | AID 1794767 | hit rate 3.8% among 81,000
TK-10 – TK-10 renal cancer cells; hit rate 3.9% among 81,000; AID 1794769
ACHN – ACHN renal cancer; hit rate 4.9% among 81,000; AID 1794771
CAKI-1 – CAKI-1 renal cancer; hit rate 4.7% among 75,000; AID 1794772
NCI/ADR-RES – NCI/ADR-RES ovarian cells. hit rate 4.4% among 81,000
UO-31 – UO-31 renal cancer; hit rate 5.2% among 81,000; AID 1794768
* marks the source's active call; other numbers are inactive results; i = inactive; . = not tested or not shown. Rule for the calls: active = growth percent below 10; inactive = the rest. Not a hit list; overall some 9.3% were active at least once.

SMILES	786-0	IGROV1	SN12C	TK-10	ACHN	CAKI-1	NCI/ADR-RES	UO-31
CCc1nn2c(-c3ccc4c(c3)OCO4)c(-c3cc(OC)c(OC)c(OC)c3)nc2s1	69	83	89	80	84	57	73	37
C=C1N(C)c2ccccc2C1(C)C	85	90	86	95	89	.	95	78
CCOC(=O)Nc1nn[nH]n1	105	110	103	114	100	113	103	97
C[N+](C)(C)CCC1CCCCC1	101	120	101	114	113	102	110	94
CS(=O)(=O)Nc1ccc(C(=O)NCc2ccc(N3CCOCC3)cc2)cc1	104	95	100	102	107	98	101	90
C/C(=N\Nc1ccc(C(=O)O)cc1)c1cnn(-c2cc(=O)[nH]c3ccc(C)cc23)c1C	93	112	93	104	99	90	101	68
CSC(=O)NNC(=O)c1ccncc1	107	107	107	102	95	.	111	97
COc1ccc(NC(=O)CCn2ccccc2=O)cc1	109	109	109	106	103	99	.	94
C=CCC(S(=O)(=O)CC)S(=O)(=O)CC	102	111	100	90	115	.	98	89
Oc1c(Cl)cccc1-c1ccccc1	.	118	96	112	102	107	102	.
O=C(NCc1ccccc1)/C(=C/c1ccccc1)NC(=O)c1ccccc1	112	104	100	108	104	103	104	92
O=C1NCN(c2ccccc2)C12CCN(CCCC(c1ccc(F)cc1)c1ccc(F)cc1)CC2	49	48	61	66	62	77	70	26
CCCCCCCCCCCCCCCCCC(O)(CC)CC	103	107	105	107	118	99	112	103
CC(=O)n1nc(C(=O)OCCCc2ccccc2)c2ccccc21	101	98	103	109	107	86	90	80
Cc1ccc2c(c1)P(=O)(O)c1cc(C)ccc1O2	106	109	94	103	102	99	101	84

Four records picked at random from the list so far, as already listed:
SMILES	786-0	IGROV1	SN12C	TK-10	ACHN	CAKI-1	NCI/ADR-RES	UO-31
CSC(=O)NNC(=O)c1ccncc1	107	107	107	102	95	.	111	97
C=C1N(C)c2ccccc2C1(C)C	85	90	86	95	89	.	95	78
C=CCC(S(=O)(=O)CC)S(=O)(=O)CC	102	111	100	90	115	.	98	89
C/C(=N\Nc1ccc(C(=O)O)cc1)c1cnn(-c2cc(=O)[nH]c3ccc(C)cc23)c1C	93	112	93	104	99	90	101	68

(more compounds)
SMILES	786-0	IGROV1	SN12C	TK-10	ACHN	CAKI-1	NCI/ADR-RES	UO-31
O=C(CN1CCN(c2ncnc3c2cnn3-c2ccccc2)CC1)Oc1cccc2ccccc12	106	89	94	133	89	74	91	67
NCCCNc1nc(-c2ccncc2)nc2sc3c(c12)CCCCC3	90	87	89	97	93	86	86	75
O=[N+]([O-])c1ccc(NS(=O)(=O)c2ccccc2)c2ccccc12	52	30	44	53	64	.	51	26
CSc1nc(-c2ccc(O)cc2O)c2c(=O)[nH]c(Nc3ccc(S(=O)(=O)Nc4nc(C)cc(C)n4)cc3)nc2n1	100	.	107	123	93	i	98	112
O=C(Nc1ccc(S(=O)(=O)Nc2cscn2)cc1)c1cccs1	105	120	103	105	116	99	120	95
CCN(CC)CCCC(C)Br (configuration not stated)	104	.	97	105	110	108	103	87
Cc1ccc(Nc2nc(N)nc(N)c2N=O)cc1Cl	79	38	90	96	72	82	79	56
CN(C)CCC(c1ccccc1)c1cc(Cl)ccn1 (configuration not stated)	91	100	99	99	95	92	96	80
O=C(CBr)c1ccc(F)c2ccccc12	108	107	99	111	97	89	102	80
CC(=O)NCCCCN1CCCCC1	98	110	106	101	106	90	108	87
Fc1ccc(-c2cn3c(nc4ccccc43)c(-c3ccccc3)n2)cc1	83	82	89	113	93	85	89	80
COc1ccc(C2CC(=O)Nc3c2c(C)nn3-c2ccccc2)cc1 (configuration not stated)	101	113	106	110	98	95	103	89
O=[N+]([O-])c1ccccc1NC1c2ccccc2Oc2ccccc21	95	49	93	.	71	46	31	61
CC(=O)OCC(=O)[C@@]1(O)CC[C@H]2[C@@H]3C[C@H](F)C4=CC(=O)CC[C@]4(C)[C@H]3C(=O)C[C@@]21C	106	95	92	101	129	95	87	71
C[C@]12CCC(=O)C=C1CC[C@@H]1[C@@H]2C(=O)C[C@@]2(C)[C@H]1CC[C@]2(O)C(=O)COP(=O)(Nc1ccccc1)Nc1ccccc1	101	110	95	99	99	101	98	84

As entered above.
`O=C(CBr)c1ccc(F)c2ccccc12` – TK-10 = 111
`CSc1nc(-c2ccc(O)cc2O)c2c(=O)[nH]c(Nc3ccc(S(=O)(=O)Nc4nc(C)cc(C)n4)cc3)nc2n1` – 786-0 = 100
`NCCCNc1nc(-c2ccncc2)nc2sc3c(c12)CCCCC3` – 786-0 = 90

Arranged by molecular weight (largest number first): part of the list above
SMILES	786-0	IGROV1	SN12C	TK-10	ACHN	CAKI-1	NCI/ADR-RES	UO-31
NCCCNc1nc(-c2ccncc2)nc2sc3c(c12)CCCCC3	90	87	89	97	93	86	86	75
O=C(CBr)c1ccc(F)c2ccccc12	108	107	99	111	97	89	102	80
CC(=O)NCCCCN1CCCCC1	98	110	106	101	106	90	108	87

Remaining list, next part:
SMILES	786-0	IGROV1	SN12C	TK-10	ACHN	CAKI-1	NCI/ADR-RES	UO-31
C[n+]1c2ccccc2c(Nc2ccc(NS(=O)(=O)CCCCN=C(N)N)cc2)c2ccc(N)cc21	44	46	18	.	24	43	98	50
CC1=C(CCN2CCCCC2)C(=O)N2N=C(c3ccc(Cl)cc3)SC2N1 (configuration not stated)	100	99	99	111	102	94	99	80
C[C@]12C=CC(=O)C=C1CCC1C2[C@@H](O)C[C@@]2(C)C1CC[C@]2(O)C(=O)COC(=O)CCC(=O)O (some centres not stated)	102	102	74	116	102	83	92	92
CN(C)S(=O)(=O)c1cccc(NC(=O)COC(=O)CCOc2ccccc2)c1	101	.	110	117	102	111	105	69
C=C(C)[C@@H]1CC[C@]2(C=NCC#CCN3CCN(C)CC3)CC[C@]3(C)[C@H](CC[C@@H]4[C@@]5(C)CCC(=O)C(C)(C)[C@@H]5CC[C@]43C)[C@@H]12	100	101	89	104	98	54	95	82
c1ccc2cc(-c3cnc4nonc4n3)ccc2c1	66	71	73	77	66	78	64	58
CN1CCN(c2ccc3c4c(cccc24)C(=O)N(c2cccc(-c4nn(-c5ccccc5)cc4-c4nc5ccccc5s4)c2)C3=O)CC1	46	94	95	119	101	97	95	69
COc1ccc(-c2nc(/C=C3/C(=O)N(C)c4ccccc43)c3ccccn23)cc1OC	89	101	94	97	87	99	94	101
CC(C)CCOC(OCCC(C)C)OCCC(C)C	100	110	112	98	120	103	100	96
N[C@@H](Cc1ccccc1)C(=O)O	101	105	99	109	98	97	123	77
CC(NC(N)=S)c1ccccc1 (configuration not stated)	98	110	98	99	108	104	106	93
COC(=O)c1nn(-c2ccccc2)c(N)c1C(=O)c1cccn1C	99	92	94	103	100	90	89	81
Cc1cc(O)c(C(C)C)cc1N=Cc1ccc(Cl)c(Cl)c1	100	110	.	100	103	98	104	92
CC(C)c1ccc2c(c1)CCC1C(C)(N=C=O)CCCC21C (configuration not stated)	93	79	95	131	98	105	90	63
CC(C)c1nc2c(c(=O)n(C)c(=O)n2C)n1C	96	109	100	119	107	105	97	88

Limited to TK-10, ACHN and SN12C, for 2 of the compounds above:
SMILES	TK-10	ACHN	SN12C
c1ccc2cc(-c3cnc4nonc4n3)ccc2c1	77	66	73
COC(=O)c1nn(-c2ccccc2)c(N)c1C(=O)c1cccn1C	103	100	94

Next part:
SMILES	786-0	IGROV1	SN12C	TK-10	ACHN	CAKI-1	NCI/ADR-RES	UO-31
NC(=O)NCN1CCOCC1	96	.	.	95	98	102	100	97
NS(=O)(=O)Oc1ccc2c(ccn2C(=O)C23CC4CC(CC(C4)C2)C3)c1	110	110	98	106	101	94	95	80
COC(C)CCO (configuration not stated)	103	103	99	123	98	131	104	93
O=C(O)C1CC2CCC1CC2 (configuration not stated)	96	119	104	107	105	99	110	101
COC(=O)C(Br)C(C(=O)OC)C(Cl)(Cl)Cl (configuration not stated)	108	105	98	108	108	100	99	86
Cc1ccc(C(=O)CCCC(=O)c2ccc(C)cc2C)c(C)c1	104	111	111	107	105	107	105	88
Clc1nc(-c2csc(-c3cccs3)n2)cc2ccccc12	100	71	94	138	93	84	92	64
Cc1ccc(S(=O)(=O)NN=C(c2ccc(F)cc2)c2ccc(S(C)(=O)=O)cc2)cc1	102	95	97	105	104	88	100	86
Cc1ccc(S(=O)(=O)Oc2ccc3c(ccn3C(=O)C34CC5CC(CC(C5)C3)C4)c2)cc1	105	97	96	102	101	61	101	67
CCOC(=O)C(C(=O)OCC)C(=O)c1cccc2ccc3ccccc3c12	115	121	102	133	104	91	88	70
COc1cc2c(cc1OC)C1(NCC2)C(=O)Nc2c(Br)cc(Br)cc21 (configuration not stated)	94	105	91	99	103	73	101	80
O=C1c2ccccc2C(=O)N1CCCCl	118	109	104	100	101	106	108	104
Cc1ccc(S(=O)(=O)NCCSc2nc(-c3ccc(F)cc3)c(C#N)c(=O)[nH]2)cc1	104	106	101	103	112	92	100	86
COc1ccc(-c2cc(-c3cccnc3)nc3sc4c(=O)n(-c5ccc(C)cc5)nnc4c23)cc1OC	.	100	95	115	94	83	102	81
CCN(CC)C(=O)N1CCN(C)CC1	104	98	96	.	101	97	101	82
C#CCN1C(=O)c2cccc3c(C#CCN4C(=O)c5cccc6cccc(c56)C4=O)ccc(c23)C1=O	102	101	95	124	94	81	99	82
Cc1ccc(C)c2c1sc1nc3n[nH]c(N)c3c(=N)n12	111	127	104	116	101	90	110	86
O=C(NC1CCCC1)c1ccc(C(=O)NC2CCCC2)cc1	109	108	96	118	94	96	120	92
O=Cc1cccc(OC(=O)Nc2ccccc2)c1	92	111	105	107	105	104	108	84
O=C1OC(c2ccccc2)C(O)=C1c1ccccc1 (configuration not stated)	116	111	99	110	103	95	116	80
C1CCC(=NN=C2CCCCC2)CC1	102	104	92	107	98	90	103	75
CCOC(=O)c1[nH]c(=S)n(Cc2ccccc2)c1C(=O)OCC	107	90	103	110	96	91	100	85
CN1CCN(C(=O)Oc2cc3c(c4ccccc24)[C@H](CCl)CN3C(=O)c2cc3cc(OCCCN4CCC4)ccc3[nH]2)[C@@H]2CSSC[C@H]21	-89*	2.7*	-76*	12	-23*	1.3*	-23*	-1.0*
COc1cc(NC(=O)CSc2nc3ccccc3c(=O)n2CCc2ccccn2)cc(OC)c1OC	92	119	99	107	102	88	89	70
N#C/C(=C\c1ccc(-c2ccccc2F)o1)c1nc2ccccc2c(=O)[nH]1	95	99	97	122	104	91	99	91
O=C(O)C1[S][Sb]([CH](C(=O)O)[CH](C(=O)O)[Sb]2[S]C(C(=O)O)C(C(=O)O)[S]2)[S]C1C(=O)O (configuration not stated)	94	88	90	124	96	96	104	77
COC(=O)c1cncc(C(=O)Nc2ccc(-n3cnc4ccccc43)cc2)c1	105	90	101	96	90	.	95	94
COc1ccc(-c2cc(-c3ccccc3)nc(SCCCCCC(=O)NO)n2)cc1	88	52	81	35	49	33	57	42
Cc1ccc2sc(-c3ccc(NC(=O)CSc4nnc(-c5cccnc5SCc5ccccc5)o4)cc3)nc2c1	.	100	102	118	91	88	100	59
CCNCc1ccccc1	103	106	104	100	110	101	102	87
O=C1NCCc2c1noc2-c1ccccc1	97	99	109	.	106	.	99	88
O=C1OC(c2ccc(-c3ccccc3)cc2)=C/C1=C/C=C/c1ccccc1	.	99	100	107	102	.	114	80
C=C(C)CCCC(C)CC#N (configuration not stated)	97	107	103	99	103	98	107	84
COc1ccc(N2N=C(c3ccc4c(c3)OCO4)CC2c2cccc(NC(=O)CCCNS(=O)(=O)c3ccc(F)cc3)c2)cc1 (configuration not stated)	62	91	.	67	59	49	84	56
CCCCNc1ccc2c3c1cccc3c(=O)n1c3ccccc3nc21	102	42	91	70	82	43	91	59
COc1cccc(-c2cc(=O)c3cc(Cl)cc(NCCO)c3o2)c1N	99	80	93	129	72	78	92	74
COc1cc(CCn2nnc3c(NCCCN4CCOCC4)ncnc32)cc(OC)c1	109	119	109	112	116	96	99	98
C=CCOc1ccc(NC(C)=O)cc1	109	135	105	119	113	107	103	102
COC(=O)C1=C(C)NC(C)=C(C(=O)OC)C1c1c(Cl)nc2sccn12	92	103	119	102	107	96	101	78
O=S(=O)(Nc1ccc(Cl)nn1)c1ccc(NC(=S)OCCO)cc1	108	82	97	138	90	78	99	71
CNS(=O)(=O)Cc1ccc2[nH]cc(CCN(C)C)c2c1	110	100	99	105	99	85	104	81
O=Cc1cn(S(=O)(=O)c2ccc(Cl)c(Cl)c2)c2ccccc12	101	87	95	98	95	71	88	59
CN(C)c1nc(NCCNS(=O)(=O)c2ccc(C3=Nc4c(N)nc(N)nc4NC(c4ccccc4)C3)cc2)nc(Nc2ccc(F)cc2)n1 (configuration not stated)	30	32	38	65	76	61	93	69
O=c1c2ccccc2nc(SCc2ccc(Cl)cc2)n1CCc1ccccc1	96	96	99	112	93	83	89	77
Cc1ccc(S(=O)(=O)N/N=C/c2ccco2)cc1	106	104	102	95	104	103	102	89
CC12CCCC1C1CC=C3CC(O)CCC3(C)C1CC2 (configuration not stated)	80	102	106	94	100	61	93	93
O=C(NCCNc1nccc(-c2c(-c3cccc(O)c3)nc3sccn23)n1)Nc1cccc(C(F)(F)F)c1	79	66	71	.	85	90	108	75
CCCCCOCCCN1C(=O)C2C3C=CC(C3)C2C1=O (configuration not stated)	95	97	99	104	112	93	97	77
CCCCN(CCCC)C(=N)c1ccc(OCc2ccccc2)cc1	61	49	.	72	79	65	63	44
O=S(=O)(O)CCI	106	110	105	96	112	107	105	95
COc1ccc(-c2cc(=O)c3c(OC)c(C=O)c(O)cc3o2)cc1	106	85	92	97	94	86	93	82
O=C(NNC(=O)c1ccccc1F)c1ccccc1	96	113	110	98	103	100	107	100
